D1 potentiator: potentiators of human D1 dopamine receptor. potentiation, % at 10 µM. AID 504651. P21728. HEK293 TREx D1 cells, calcium flux, dopamine EC20 potentiation. hit rate 0.036% among 360,000; in the data active means potentiation above about 30%; further: 0% is about no effect
Target sequence (P21728 whole entry, looked up): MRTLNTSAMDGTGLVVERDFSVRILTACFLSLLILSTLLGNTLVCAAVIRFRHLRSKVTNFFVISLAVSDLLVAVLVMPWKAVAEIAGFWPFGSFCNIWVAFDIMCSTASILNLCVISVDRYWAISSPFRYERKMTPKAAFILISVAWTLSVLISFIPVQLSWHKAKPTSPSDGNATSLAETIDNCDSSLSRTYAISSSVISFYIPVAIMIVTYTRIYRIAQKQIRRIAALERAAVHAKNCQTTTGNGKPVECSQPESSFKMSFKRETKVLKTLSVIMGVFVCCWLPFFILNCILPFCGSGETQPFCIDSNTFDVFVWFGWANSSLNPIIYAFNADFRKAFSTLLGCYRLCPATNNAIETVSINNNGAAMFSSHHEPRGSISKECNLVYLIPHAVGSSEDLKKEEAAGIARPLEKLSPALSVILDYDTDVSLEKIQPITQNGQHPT
D1 antag: human D1 dopamine receptor antagonism; HEK293 TREx D1 cells, calcium flux, dopamine EC80; stronger effect = lower value; activity change, negative = inhibition, % at 10 µM; hit rate 3.2% among 360,000; in the data active means activity change below about -30%; further: on the % scale 0 is the no-effect control and ±100 the full control effect
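Compound effects on dopamine-evoked calcium signalling were measured in tetracycline-induced HEK293 Trex D1 cells. Dopamine at EC80 followed a 180 s compound pre-read, and fluorescence was tracked kinetically for 180 s more.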
D2 potentiator: D2 dopamine receptor (human) potentiation; P14416; HEK293 T-REx D2, calcium flux, EC20 dopamine potentiation; potentiation, % at 10 µM; hit rate 0.34% among 340,000; AID 485347;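 active means potentiation over 3 SD above the plate norm, cut at about 30% in these data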; further: 0% is about no effect
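Primary screen. Calcium kinetics in induced HEK293 T-REx D2 cells: compound pre-addition 180 s, EC20 dopamine, 180 s more.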
RXFP1 ag: agonists of human relaxin receptor RXFP1 | hit rate 0.3% among 370,000 | Potency, µM (doses to about 57.5 µM), inactives show at the top dose activation, most hits filed as activators | Q9HBX9 | HEK293T-RXFP1 cAMP TR-FRET, 30 min; response scale: percent of porcine relaxin response, buffer zero; active means well fitted activation curve with a large enough effect; inconclusive means small, poorly fitted or top-dose-only effect; further: potency means the concentration at half of the fitted maximal effect; on the % scale 0 is the no-effect control and ±100 the full control effect; nearly all actives have a fitted effect of over 60% in size; many of its hits are not listed in these tables
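HEK293 cells stably expressing RXFP1, treated 30 min at 37C with compounds plus PDE4 inhibitor Ro 20174; cAMP measured by HTRF TR-FRET. Normalized to buffer and 29 nM porcine relaxin; EC50 by Hill fit.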
TRHR enhancer: allosterically enhances the human TRH receptor; P34981; hit rate 0.66% among 360,000; enhancement, % at 2 µM; TRHR cells, fluo-8 calcium fluorescence, EC20 TRH enhancement; in the data active means enhancement above about 30%; further: 0% is about no effect
Target sequence (P34981 whole entry, looked up): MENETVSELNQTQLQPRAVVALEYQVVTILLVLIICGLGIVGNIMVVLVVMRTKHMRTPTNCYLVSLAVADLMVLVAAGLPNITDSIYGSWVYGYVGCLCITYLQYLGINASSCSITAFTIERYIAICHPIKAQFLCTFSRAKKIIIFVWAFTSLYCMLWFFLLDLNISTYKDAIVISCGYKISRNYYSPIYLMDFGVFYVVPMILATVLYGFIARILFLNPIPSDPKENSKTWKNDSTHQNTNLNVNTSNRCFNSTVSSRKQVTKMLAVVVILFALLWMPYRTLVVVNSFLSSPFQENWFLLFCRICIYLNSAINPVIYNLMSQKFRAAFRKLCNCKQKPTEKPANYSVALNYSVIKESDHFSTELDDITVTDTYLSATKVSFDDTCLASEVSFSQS
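TRHR-expressing cells loaded with fluo-8 calcium dye were read kinetically (ex 480/em 530) during compound addition, then stimulated with an EC20 of TRH (10 nM final). Enhancement of the Gq-mediated intracellular calcium response was scored.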
D2 agonist: activates the human D2 dopamine receptor. P14416. HEK293 T-REx D2 cells, calcium flux agonist mode. activation, % at 2 µM. hit rate 0.53% among 340,000;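 active means activation over 3 SD above normal in the single-dose calcium agonist read, cut at about 30% in these data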; further: 0% is about no effect
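Agonism is scored from calcium flux in a force-coupled, inducible HEK293 cell line expressing D2, read kinetically for 180 s after compound addition against dopamine controls.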
D2 antagonist: antagonizes the human D2 dopamine receptor | P14416 | HEK293 TREx D2 cells, calcium flux, dopamine EC80 | inhibition, % at 10 µM | hit rate 2% among 340,000 | AID 485344; in the data active means inhibition above about 30%; further: 0% is about no effect
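Dopamine at EC80 is the agonist stimulus; test compounds precede it by 180 s. Calcium flux read kinetically in a force-coupled, inducible HEK293 T-REx D2 cell line.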
D1 agonist: agonists of human D1 dopamine receptor; P21728; HEK293 T-REx D1 cells, calcium flux, agonist mode; activation, % at 2 µM; hit rate 1% among 360,000; in the data active means activation above about 30%; further: 0% is about no effect
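Agonism was scored from calcium flux recorded over 180 s (1 read/s) after pintool compound addition, following a 10-cycle baseline. Cells were inducible force-coupled HEK293 TREx D1, plated overnight at 30 C and loaded with no-wash calcium dye.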
RXFP1 antag: RXFP1 (human) relaxin receptor antagonism; activity change, negative = inhibition, % at 57.5 µM; Q9HBX9; hit rate 0.59% among 350,000; HEK293-RXFP1, relaxin-stimulated cAMP HTRF, 30 min; stronger effect = lower value;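 active means activity change of -60% or lower, but not beyond a set lower limit; inconclusive means change between -60% and -40%, or beyond the set limit; inactive means change above -40%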; further: on the % scale 0 is the no-effect control and ±100 the full control effect
Active calls of the source: *; ? = inconclusive; . = not tested or not shown; & = joins results of further samples.

SMILES	D1 potentiator	D1 antag	D2 potentiator	RXFP1 ag	TRHR enhancer	D2 agonist	D2 antagonist	D1 agonist	RXFP1 antag
CCC(Cc1ccccc1)NC(=O)c1csc2c1CCCCC2 (configuration not stated)	-5	2	9	0.0%	6	-0.4	.	4	.
O=C(O)CN1C(=O)/C(=C\c2cc(Br)ccc2OCc2ccc([N+](=O)[O-])cc2)SC1=S	5	-1	13	0.5%	-2	-2.0	16	1	-5
O=C(Nc1nc(-c2ccc(Cl)s2)cs1)c1cccs1	1	-16	-12	1.0%	0	-0.1	-9	2	-36
COc1ccc(OCC(=O)NNC(=O)C(=O)Nc2cc(OC)ccc2OC)cc1	8	5	-1	-1.6%	4	-1.5	24	1	-7
COCC(C)NC(=S)Nc1ccccc1[N+](=O)[O-] (configuration not stated)	0	9	12	3.4%	1	0.0	-4	2	-19
CCOc1nc(SCCOc2ccc(C)cc2)nc(N(C)C)n1	-3	1	3	-0.5%	3	-0.5	-4	17	-3
COc1ccc(CNS(=O)(=O)CCNC(=O)c2cccc(OC)c2)cc1	15	-1	5	1.0%	6	-0.5	-11	3	-2
Cc1ccc(C)c(C(=O)COc2ccc(C)nc2[N+](=O)[O-])c1	-2	3	-12	0.4%	-8	0.5	1	1	6
c1ccc(-c2nc(N3CCNCC3)nc3ccccc23)cc1	-7	-10	22	3.9%	5	-0.2	-10	34*	3
Cc1cccc(OCc2nnc(SCC(=O)N3CCCC3)o2)c1	0	-12	6	2.8%	4	-0.5	11	3	30
CCC(=O)Oc1ccc2c(=O)c(-c3ccc4ccccc4n3)c(CC)oc2c1C	6	8	-2	-0.3%	-8	-0.7	-8	2	4
CCCNC(=O)C1CCN(S(=O)(=O)c2ccc(-c3nn[nH]n3)cc2)CC1	0	5	-1	-0.7%	-3	0.5	-7	1	23
Nc1nc(SCc2ccccc2Cl)[nH]c(=O)c1-c1ccccc1	-2	27	0	2.2%	-3	0.0	-9	3	-4
C/C(=N\NC(=O)C1CC1)c1ccccc1Br	-3	12	-2	1.5%	-3	-0.6	-10	2	9
Cc1ccc(-c2[nH]nc(N)c2N=Nc2cccc(Cl)c2C)cc1	1	11	-8	3.5%	7	2.0	-10	2	-8
O=C(CN1C(=O)C2(SCC(=O)N2c2cccc(Cl)c2)c2ccccc21)NC1CCCCC1 (configuration not stated)	2	-3	-2	-0.2%	-4	-0.7	.	2	.
CCC(C)(C)C1CCc2[nH]nc(C(=O)NCCNC(=O)OC(C)(C)C)c2C1 (configuration not stated)	0	6	-12	-0.7%	2	5.1	-6	-2	.
COc1ccc2cc3c(nc2c1)OCC3	1	5	2	1.8%	-3	0.7	-1	7	6
COc1ccnc(N=CNOCc2ccc(Cl)cc2)c1C#N	-2	3	-1	3.9%	0	-1.0	15	2	-4
COc1ccc2c(c1)c1c(c(=O)n(-c3cccc(Cl)c3)c(=O)n1C)n2C	0	-2	-3	-0.5%	1	.	.	-1	.
COc1ccccc1CNC(=O)CN1C(=O)COc2ccc(S(=O)(=O)N3CCCCC3)cc21	1&1	0&-12	12&3	3.1%&0.0%	-8&-4	-0.3	-3	2&2	3&-2
COc1ccc(C(=O)Nc2cccc(C(C)=O)c2)cc1S(=O)(=O)N1CCOCC1	0	-12	-10	0.9%	-4	-0.7	9	1	0
COc1ccc(-c2nc3ccncc3[nH]2)cc1OC	-3	1	11	1.0%	3	0.0	-15	2	-8
CC(C)c1ccc(NC(=O)C2CCN(S(=O)(=O)c3cccc4nsnc34)CC2)cc1	1	-8	.	0.9%	5	-0.4	.	-2	.

Grouped by structure: those above with an aryl thioether with sulfur outside any ring
SMILES	D1 potentiator	D1 antag	D2 potentiator	RXFP1 ag	TRHR enhancer	D2 agonist	D2 antagonist	D1 agonist	RXFP1 antag
CCOc1nc(SCCOc2ccc(C)cc2)nc(N(C)C)n1	-3	1	3	-0.5%	3	-0.5	-4	17	-3
Cc1cccc(OCc2nnc(SCC(=O)N3CCCC3)o2)c1	0	-12	6	2.8%	4	-0.5	11	3	30
Nc1nc(SCc2ccccc2Cl)[nH]c(=O)c1-c1ccccc1	-2	27	0	2.2%	-3	0.0	-9	3	-4

(more compounds)
SMILES	D1 potentiator	D1 antag	D2 potentiator	RXFP1 ag	TRHR enhancer	D2 agonist	D2 antagonist	D1 agonist	RXFP1 antag
CN(C)CCN1CC(O)=C(c2nc3ccccc3s2)C1=N	-3	20	-6	-1.8%	-3	-0.6	5	3	12
COc1cccc(C(=O)NN2CC(O)=C(c3nc4ccccc4s3)C2=N)c1	-8	.	3	2.5%	-2	-0.8	26	1	-39
O=C(Oc1ccc(-n2cnnn2)cc1)c1ccco1	-7	-4	-10	0.4%	0	1.4	-2	2	0
COc1cccc(-c2noc(C(C)n3nc(C)c([N+](=O)[O-])c3C)n2)c1 (configuration not stated)	-1	9	-1	1.8%	4	-1.2	-16	7	-7
CN(C)S(=O)(=O)N1CCc2ccccc21	-7	7	-3	-0.1%	-3	-0.5	-23	1	2
COc1ccccc1-c1noc(CCC(=O)NC2CCCC2)n1	-3	22	0	0.1%	1	0.6	-7	-1	-16
O=C(c1ccco1)n1nc(-c2ccccc2)nc1NCc1ccc(Cl)cc1	2	-11	-6	1.9%	-3	0.5	.	-1	.
Cc1cccc(NCc2n[nH]c(=S)n2-c2ccccc2)c1	0	-1	-10	-2.8%	5	0.6	-8	1	0
CCOC(=O)c1c(C)[nH]c(C(=O)N/N=C/c2cc([N+](=O)[O-])ccc2O)c1C	1	2	2	1.8%	2	0.1	-15	0	-6
c1ccc(-c2noc(-c3ccncc3)n2)nc1	-2	3	13	2.3%	3	0.2	-5	3	2
COCCNC(=O)CN(c1ccc(F)cc1)S(=O)(=O)c1ccc2c(c1)OCCO2	-5	-16	-3	3.7%	-1	1.1	5	1	-16
COc1ccc(-c2ocnc2C(=O)N2CCN(Cc3cccnc3)CC2)cc1	-2	-7	3	0.7%	4	0.8	5	1	-1

Reprinted at random: 3 compounds from above, in no set order.
SMILES	D1 potentiator	D1 antag	D2 potentiator	RXFP1 ag	TRHR enhancer	D2 agonist	D2 antagonist	D1 agonist	RXFP1 antag
COc1cccc(-c2noc(C(C)n3nc(C)c([N+](=O)[O-])c3C)n2)c1 (configuration not stated)	-1	9	-1	1.8%	4	-1.2	-16	7	-7
CCOC(=O)c1c(C)[nH]c(C(=O)N/N=C/c2cc([N+](=O)[O-])ccc2O)c1C	1	2	2	1.8%	2	0.1	-15	0	-6
COc1cccc(C(=O)NN2CC(O)=C(c3nc4ccccc4s3)C2=N)c1	-8	.	3	2.5%	-2	-0.8	26	1	-39

(cont.)
SMILES	D1 potentiator	D1 antag	D2 potentiator	RXFP1 ag	TRHR enhancer	D2 agonist	D2 antagonist	D1 agonist	RXFP1 antag
Cc1ccc(S(=O)(=O)N(C)C)cc1NC(=O)C(C)Sc1ccccc1 (configuration not stated)	-7	-14	-28	-2.8%	4	1.6	-9	0	-8
CC(C)NS(=O)(=O)c1ccc(NC(=O)Cc2cccs2)cc1	-3	-10	-4	5.1%	2	0.0	-7	3	6
COC(=O)c1ccc2c(=O)n(CCCCCC(=O)N3CCN(c4cccc(C)c4C)CC3)c(=O)[nH]c2c1	-2	-7	3	3.5%	2	6.9	.	1	?
C/C=C\C=C/C(=O)Nc1cccc(C2=NOC3(C2)C[C@H](C(N)=O)N(C(=O)c2ccc(OC)cc2)C3)c1 (some centres not stated)	-2	-9	-10	-2.5%	-2	-0.4	11	5	.
O=C(c1cccs1)N1CCN(S(=O)(=O)c2ccccc2)CC1	1	-7	13	1.7%	-4	0.3	-25	2	-6
Cc1ccc(SC(CC(=O)c2ccc(C)cc2)C(=O)O)cc1 (configuration not stated)	2	16	-1	-0.8%	10	0.8	12	2	?
O=C(NCCc1ccc(Cl)cc1)c1cc(-c2ccc(Cl)cc2)n[nH]1	2	5	-2	6.5%	7	1.2	.	0	-16
Cc1cccc(OCCn2c(=O)sc3ccccc32)c1	3	-10	-7	0.7%	-4	1.3	-2	0	0
O=S(=O)(Nc1ccc(N2CCOCC2)cc1)c1ccc(F)cc1	-5	-5	1	-0.3%	7	-0.4	0	1	-1
COc1ccccc1-c1nnc(NC(=O)C(C)SC2=NCCS2)s1 (configuration not stated)	.	6	7	1.6%	-6	0.5	14	18	-15
O=C(CSc1nnnn1-c1ccc2c(c1)OCCO2)N1CCN(C(=O)c2ccco2)CC1	-2	-16	4	-1.0%	-4	-1.1	1	8	4
CNc1nc(N)c(C(=O)C23CC4CC(CC(C4)C2)C3)s1	9	8	5	1.0%	-5	0.6	-9	5	-20
COc1ccc(OCC(=O)Nc2c(C(=O)N(CCN(C)C)Cc3ccco3)oc3ccccc23)cc1	-9	-10	31*	1.5%	28	0.7	-3	16	-16
O=C(Nc1ccccc1)C1=C[C@H](c2ccc3c(c2)OCO3)C[C@H](OCc2ccc(CO)cc2)O1	0	-5	3	3.1%	0	-0.4	-14	5	.
COc1cccc(N2CCN(C3CC(=O)N(c4cccc(Cl)c4)C3=O)CC2)c1 (configuration not stated)	0	-6	-2	1.3%	4	0.2	18	2	0
COc1cccc(Nc2nc(NCC3CCCO3)c3ccccc3n2)c1 (configuration not stated)	-11	-2	9	-1.2%	12	0.4	-3	5	?
O=C(CSc1nnc(SCc2ccccc2Cl)s1)N/N=C/c1ccc(C(=O)O)cc1	0	-20	-10	-0.2%	5	-0.3	13	2	-13
COC(=O)c1ccccc1NC(=O)CN1CCC(n2nnc3cc(C(F)(F)F)ccc32)CC1	2	-14	0	-1.9%	6	0.4	9	3	.
O=C(NC(c1ccccc1)C(Cl)(Cl)Cl)c1ccccc1 (configuration not stated)	-4	0	10	-1.1%	-1	-0.9	-4	2	-5
O=C1CC(C(=O)Nc2nccs2)C(c2ccccc2)O1 (configuration not stated)	4	-7	.	1.1%	1	.	.	5	4
O=C(Nc1cccnc1)c1ccc(-c2cc(Cl)ccc2Cl)o1	-3	10	7	2.2%	2	-0.9	-1	1	5
COc1cccc(C(=O)Nc2nnc(-c3cccs3)s2)c1	0	-16	-1	19%	-7	-0.2	2	2	6
OC(COC(c1ccc(Cl)cc1)c1ccc(Cl)cc1)CN1CCc2ccccc2C1 (configuration not stated)	6	9	-15	0.4%	5	1.1	-19	6	-24
Cc1ccc(NC(=O)NC2CC(=O)N(c3ccc4c(c3)OCCO4)C2)cc1F (configuration not stated)	5	0	12	-0.4%	0	-0.2	-29	3	8
Cc1ccc(C(=O)NCCCNC(=O)c2ccc(Cl)cc2)cn1	-14	-4	.	-0.1%	-1	3.3	8	0	-1
Cc1ccc(/C=N/NC(=O)c2cccnc2)o1	-2	-4	.	3.2%	-2	.	.	4	-4
C=CCN(C(=O)c1csnn1)C(C(=O)NC1CCCC1)c1c(F)cccc1Cl (configuration not stated)	-6	-1	5	-0.5%	14	0.3	12	1	2
COc1ccc(-n2ncc(C(=O)NC3CC3)c2C2CCN(C(=O)OC(C)(C)C)CC2)cc1	7	2	21	1.8%	4	0.9	-25	6	-15
O=C(CSc1nc(=O)[nH]c2c1CCCC2)NCc1ccc(F)cc1	-1	.	-7	-1.2%	-1	1.6	.	-1	2

A portion of the library (hit frequency here may not be typical).
